KB-3-1 cytotox: KB-3-1 parental cell cytotoxicity; KB-3-1 viability, CellTiter-Glo ATP luminescence, 72 h; Potency, µM (titrated, usually from 46.1 µM), for inactives: at the top dose activity change, negative = cytotoxic, actives largely listed as cytotoxic; 400,000 tested, 1.4% active; also: potency is read from the fitted curve at half-maximal effect; % is scaled to controls: 0 for no effect and ±100 for the full control effect; nearly all actives have a fitted effect of over 60% in size
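Parental KB-3-1 adenocarcinoma cells in phenol-red-free DMEM with 10% FBS were pin-treated with compounds at several concentrations, incubated 72 h at 37 °C, and viability read by CellTiter-Glo luminescence; concentration-effect curves were fitted after normalization.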
IL1B secr inh: inflammasome signaling inhibition, IL-1 beta readout; THP-1 LPS/ATP IL-1B secretion, AlphaLISA, 16 h; hits give low values; activity change, % at 57.5 µM; 360,000 tested, 4.7% active; AID 743279; in the data active = activity change below about -50%; inconclusive = mostly about -30% to -49%; also: % is scaled to controls: 0 for no effect and ±100 for the full control effect
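Secreted IL-1B measured by AlphaLISA bead assay after 16 h compound exposure of THP-1 cells; compounds (final up to 57.5 uM) added 1 h before LPS (250 ng/mL) and ATP (1.25 mM) stimulation; lower signal means less secretion.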
HT1080NT lethal: kills 2HG-producing HT-1080-NT fibrosarcoma cells. HT-1080-NT fibrosarcoma viability, CellTiter-Glo ATP luminescence, 48 h. Potency, µM (series often up to 46.1 µM), for inactives: at the top dose activity, negative = less viability, most hits filed as cytotoxic. 360,000 tested, 1.6% active;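 also: NT is the 2HG producing partner of a matched IDH1 knockdown line; potency is read from the fitted curve at half-maximal effect; 0% = DMSO-treated cells and -100% = media-only wells without cells; nearly all actives have a fitted effect of over 55% in size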
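Read-out is CellTiter-Glo luminescence after 10 minutes at room temperature, following 48 hours' compound treatment of HT-1080-NT cells (750 cells/well, RPMI, 5% FBS, 37 degrees C).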
MCF10A rereplic: DNA re-replication induction in MCF 10a cells; Potency, µM (top dose mostly 46.1 µM), for inactives: top-dose activity, positive = re-replication, usual class: activators; 350,000 tested, 2.9% active; MCF 10A DNA re-replication, Hoechst nuclear intensity, 48 h; also: potency is read from the fitted curve at half-maximal effect; % of control where 0% means no effect; nearly all actives have a fitted effect of over 50% in size
SW480 rereplic: induces DNA re-replication in SW480 colon adenocarcinoma cells; 340,000 tested, 1.8% active; SW480 DNA re-replication, Hoechst DNA content imaging, 48 h; Potency, µM (highest dose often 46.1 µM), without a hit: at the top dose re-replication activation, most hits filed as activators; also: potency is read from the fitted curve at half-maximal effect; % of control where 0% means no effect; nearly all actives have a fitted effect of over 55% in size
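Cells (250 per well) received 23 nL compound or DMSO by pin tool and were kept 48 hr at 37 C, 5% CO2. Nuclei were then stained with Hoechst for 40 min and scanned for DNA content.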
ATXN2 expr inh: ATXN2 expression inhibition; HEK-293 ATXN2-luciferase reporter, luminescence, 24 h; Potency, µM (top dose mostly 57 µM), for inactives: at the top dose activity change, negative = inhibition, actives largely listed as inhibitors; 360,000 tested, 0.72% active; also: potency is read from the fitted curve at half-maximal effect; % is scaled to controls: 0 for no effect and ±100 for the full control effect; nearly all actives have a fitted effect of over 55% in size
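ATXN2-luciferase reporter cells (luciferase flanked by upstream and downstream ATXN2 gene portions) were treated 24 h at 37 °C with compounds at up to 57 uM. SteadyGlo luminescence gave expression; GF-AFC fluorescence gave viability.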
HepG2 tox: counter-screen for TGF-b inhibitors: cytotoxicity in HepG2 cells; HepG2 CAGA-GFP viability, ATP luminescence, 18 h; Potency, µM (series often up to 46.1 µM), for inactives: at the highest dose activity change, negative = cytotoxicity, most hits filed as cytotoxic; 410,000 tested, 0.76% active; AID 588856; also: potency is read from the fitted curve at half-maximal effect; some results filed as inactive show a strong effect at the top dose
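HepG2 CAGA-GFP cells (1000/well, DMEM with 1% FBS) received compound, then TGF-beta at 500 pg/mL final, and were incubated 18 hours at 37 degrees C. Viability was read by CellTiter-Glo luminescence. Media-only wells were set as complete cell-killing and DMSO as no toxicity.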
HT1080 IDH1KD tx: HT-1080 IDH1 knockdown cell toxicity (counter line); HT-1080 IDH1 knockdown viability, ATP luminescence, 48 h; AID 686971; Potency, µM (titrated, usually from 46.1 µM), for the others: at the highest dose activity, negative = toxicity, most hits filed as cytotoxic; 360,000 tested, 2% active;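 also: potency is read from the fitted curve at half-maximal effect; 0% = DMSO wells and -100% = cell-free medium wells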
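In this qHTS, HT-1080 cells depleted of IDH1 are exposed for 48 h at 37 °C to compound titrations. Toxicity is scored from CellTiter-Glo luminescence, with DMSO as full viability and medium alone as none.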
ATXN viability: reduces viability in counter-screen for ATXN expression inhibitors | S2 cells (HEK-293 line with an ATXN2-luciferase reporter) viability, CellTiter-Fluor protease fluorescence, 24 h | Potency, µM (titrated, usually from 56.7 µM), most hits filed as cytotoxic | 400,000 tested, 0.49% active; also: potency is read from the fitted curve at half-maximal effect; nearly all actives have a fitted effect of over 40% in size
Starred values were filed as active, the others as inactive; i = inactive; ? = inconclusive; . = no result given; [ ] = remark or other dose. Unless noted, calls follow the shape of the dose curve; as a rule, active = well fitted curve in the direction sought with a large enough effect; inconclusive = small, poorly fitted or top-dose-only effect, or another doubt; inactive = no such curve, though single readings can be large; an effect the other way counts as inactive or inconclusive.

1	CCCCNC(=O)CSc1nnc(Cc2ccc(Cl)c(Cl)c2)c(=O)[nH]1
2	O=C(NCCS(=O)(=O)c1ccc(Br)cc1)c1ccccc1
3	Cc1ccc(S(=O)(=O)CCCS(=O)(=O)c2ccc(C)cc2)cc1
4	CN(C)S(=O)(=O)c1cccc(NC(=O)COC(=O)CCC(=O)c2cccs2)c1
5	COc1cc([N+](=O)[O-])ccc1NC(=O)C[n+]1cccc(C(C)=O)c1
6	COc1ccc(-c2cc3nc(C4CCN(C(=O)OC(C)(C)C)CC4)c(C(=O)Nc4cc(Cl)cc(Cl)c4)cn3n2)cc1

entry no.	1	2	3	4	5	6
ATXN2 expr inh	0%	3%	4%	-21%	-12%	7%
IL1B secr inh	-1	19	15	-15	-6	.
HT1080 IDH1KD tx	2%	7%	-1%	-2%	-19%	.
MCF10A rereplic	-1%	1%	-1%	5%	-37%[inhibitor]	.
HepG2 tox	14%	-2%	-20%	-24%	0%	-5%
ATXN viability	i	i	i	i	i	i
SW480 rereplic	-1%	-6%	1%	-5%	?	.
HT1080NT lethal	-3%	-4%	11%	3%	-14%	.
KB-3-1 cytotox	0%	-1%	13%	18%	4%	-1%

7	CCCCN(Cc1ccccc1)C(=O)C1CCN(S(=O)(=O)c2c(C)noc2C)CC1
8	O=C(COc1ccc(Cl)cc1Br)N1CCN(c2ncccn2)CC1
9	Cc1ccccc1-n1c(SC(C)C(N)=O)nnc1-c1cccnc1 (stereo unspecified)
10	COc1ccc(-n2c(SCC(=O)Nc3ccc4c(c3)OCO4)nnc2C(C)N2CCCCC2)cc1 (stereo unspecified)
11	COc1ccc(C(=O)NCCS(=O)(=O)N2CCN(Cc3ccccc3)CC2)cc1
12	COc1cc(OC)cc(C(=O)NNC(=O)CN2C(=O)NC(C)(c3ccc(C)cc3)C2=O)c1 (stereo unspecified)

entry no.	7	8	9	10	11	12
ATXN2 expr inh	-13%	-6%	-3%	2%	2%	13%
IL1B secr inh	0	-9	-13	15	-6	-8
HT1080 IDH1KD tx	3%	-8%	-3%	-8%	-6%	7%
MCF10A rereplic	-3%	2%	19%	?	-2%	1%
HepG2 tox	-6%	10%	-1%	2%	2%	10%
ATXN viability	i	i	i	i	i	i
SW480 rereplic	12%	33%	-4%	-1%	-453%[inhibitor]	-73%[inhibitor]
HT1080NT lethal	-2%	-2%	0%	1%	-2%	17%
KB-3-1 cytotox	6%	-3%	11%	8%	-6%	1%

One compound at a time, as listed above:
COc1ccc(C(=O)NCCS(=O)(=O)N2CCN(Cc3ccccc3)CC2)cc1 in the list: ATXN2 expr inh = 2%; IL1B secr inh = -6; HT1080 IDH1KD tx = -6%; MCF10A rereplic = -2%; HepG2 tox = 2%; ATXN viability = i; SW480 rereplic = -453%[inhibitor]; HT1080NT lethal = -2%; KB-3-1 cytotox = -6%
COc1cc([N+](=O)[O-])ccc1NC(=O)C[n+]1cccc(C(C)=O)c1 in the list: ATXN2 expr inh = -12%; IL1B secr inh = -6; HT1080 IDH1KD tx = -19%; MCF10A rereplic = -37%[inhibitor]; HepG2 tox = 0%; ATXN viability = i; SW480 rereplic = ?; HT1080NT lethal = -14%; KB-3-1 cytotox = 4%
COc1ccc(-n2c(SCC(=O)Nc3ccc4c(c3)OCO4)nnc2C(C)N2CCCCC2)cc1 (stereo unspecified) in the list: ATXN2 expr inh = 2%; IL1B secr inh = 15; HT1080 IDH1KD tx = -8%; MCF10A rereplic = ?; HepG2 tox = 2%; ATXN viability = i; SW480 rereplic = -1%; HT1080NT lethal = 1%; KB-3-1 cytotox = 8%

More records follow:
13	CCC(C)NC(=O)c1ccc(Cl)c(S(=O)(=O)Nc2ccccc2N2CCOCC2)c1 (stereo unspecified)
14	CC(NC(=O)CSc1nc(=O)cc(N)n1CCc1ccccc1)c1ccccc1 (stereo unspecified)
15	Nn1c(SCC(=O)Nc2nc3ccccc3s2)nncc1=O
16	C[C@H](NC(=O)[C@H](Cc1ccccc1)NC(=O)c1cc2cc(Cl)ccc2n1C)C(=O)O
17	O=C(NCc1ccccc1)c1[nH]c(C(F)(F)F)nc1-c1ccccc1
18	COc1cc(NS(=O)(=O)c2ccc(NC(=O)c3cccc(F)c3)cc2)nc(OC)n1

entry no.	13	14	15	16	17	18
ATXN2 expr inh	7%	-9%	38%[activator]	-1%	8%	-2%
IL1B secr inh	?	18	11	15	6	.
HT1080 IDH1KD tx	-3%	17%	-22%	-16%	0%	.
MCF10A rereplic	-5%	-5%	9%	7%	.	.
HepG2 tox	0%	4%	14%	-2%	-35%	-30%
ATXN viability	i	i	i	i	i	i
SW480 rereplic	-3%	5%	2%	-2%	.	.
HT1080NT lethal	6%	7%	-3%	-16%	0%	.
KB-3-1 cytotox	?	10%	4%	5%	0%	-6%

19	CC(=O)Nc1ccc(NC(=O)c2c(C)nn(-c3ccccc3)c2Cl)cc1C
20	COc1ccc(OC)c(NC(=O)c2cccc(NC(=O)c3ccccc3C(=O)O)c2)c1
21	COc1ccc([C@H]2CN(c3ccc(OC)cc3)C(=O)[C@@H]2CC(=O)Nc2ccc(Br)cc2)cc1
22	COc1cc([N+](=O)[O-])ccc1NC(=S)NNC(=O)CCC(=O)Nc1ccccc1Cl
23	CSc1ncnc2c1ncn2CCCN(C)CCc1ccccn1
24	COC(=O)c1ccc(CN2C(=O)NC3(CCC(C)CC3)C2=O)cc1 (stereo unspecified)

entry no.	19	20	21	22	23	24
ATXN2 expr inh	5%	1%	0%	-5%	1%	9%
IL1B secr inh	-6	0	-23	12	24	20
HT1080 IDH1KD tx	17%	20%	-26%	-17%	-4%	0%
MCF10A rereplic	2%	-3%	.	5%	.	-2%
HepG2 tox	-4%	-45%	-41%	-4%	-3%	-31%
ATXN viability	i	i	?	i	i	i
SW480 rereplic	-7%	-8%	.	0%	.	-1%
HT1080NT lethal	16%	17%	-5%	-15%	-2%	-18%
KB-3-1 cytotox	6%	3%	?	24%	0%	-16%

25	Cc1onc(-c2ccccc2Cl)c1C(=O)Nc1ccc(-n2nncc2C(C)(C)C)cc1
26	O=[N+]([O-])c1nn(-c2ccc3c(c2)OCCO3)n(O)c1=NCc1ccccc1Cl
27	O=C(COc1ccc2ccccc2c1)Nc1nnc(-c2ccco2)s1
28	CN(Cc1c(C(=O)N/N=C/c2ccc(F)cc2)nnn1-c1nonc1N)C1CCCCC1
29	CN(c1ccccc1)S(=O)(=O)c1cccc(C(=O)Nc2ncn[nH]2)c1
30	CCc1cc2cc(C)cc(C)c2[nH]c1=S

entry no.	25	26	27	28	29	30
ATXN2 expr inh	-7%	47%[activator]	13%	.	-8%	-3%
IL1B secr inh	-12	-20	7	-1	-1	-12
HT1080 IDH1KD tx	2%	?	12%	0%	-1%	2%
MCF10A rereplic	-4%	3%	14%	-12%	-3%	7%
HepG2 tox	-9%	-13%	12%	3%	-8%	-52%
ATXN viability	i	i	i	i	i	i
SW480 rereplic	6%	-6%	-2%	-3%	29%	-6%
HT1080NT lethal	8%	8%	7%	8%	3%	13%
KB-3-1 cytotox	3%	-3%	0%	9%	5%	5%

31	O=C(Cn1cnc2c(nnn2Cc2ccc(Cl)cc2)c1=O)NC1CCCC1
32	Cc1ccc(S(=O)(=O)N(CC(O)Cn2c3ccccc3c3ccccc32)c2cccc(C(=O)N(C)C)c2)cc1 (stereo unspecified)
33	Cc1nc2c3ccccc3nc(NNC(=O)CCC(=O)O)n2n1
34	CCc1noc(C)c1C(=O)N1CCN(c2cccc(Cl)c2)CC1
35	COc1nnc(-c2ccc(N3CCCCC3)c(NC(C)=O)c2)c2ccccc12
36	Oc1ccc2ccccc2c1C=Nc1ccc(N2CCOCC2)cc1

entry no.	31	32	33	34	35	36
ATXN2 expr inh	0%	?	-4%	.	-2%	-6%
IL1B secr inh	-6	.	.	9	?	20
HT1080 IDH1KD tx	6%	.	.	4%	5%	?
MCF10A rereplic	3%	.	.	.	-5%	?
HepG2 tox	6%	-24%	1%	-21%	-1%	-12%
ATXN viability	i	?	i	.	i	i
SW480 rereplic	-7%	.	.	.	-4%	-11%
HT1080NT lethal	1%	.	.	0%	3%	-7%
KB-3-1 cytotox	5%	-5%	-3%	6%	-6%	?

4 compounds picked at random from the list so far:
35	COc1nnc(-c2ccc(N3CCCCC3)c(NC(C)=O)c2)c2ccccc12
32	Cc1ccc(S(=O)(=O)N(CC(O)Cn2c3ccccc3c3ccccc32)c2cccc(C(=O)N(C)C)c2)cc1 (stereo unspecified)
36	Oc1ccc2ccccc2c1C=Nc1ccc(N2CCOCC2)cc1
33	Cc1nc2c3ccccc3nc(NNC(=O)CCC(=O)O)n2n1

entry no.	35	32	36	33
ATXN2 expr inh	-2%	?	-6%	-4%
IL1B secr inh	?	.	20	.
HT1080 IDH1KD tx	5%	.	?	.
MCF10A rereplic	-5%	.	?	.
HepG2 tox	-1%	-24%	-12%	1%
ATXN viability	i	?	i	i
SW480 rereplic	-4%	.	-11%	.
HT1080NT lethal	3%	.	-7%	.
KB-3-1 cytotox	-6%	-5%	?	-3%

Next entries
37	C[C@@H]1CN([C@H](C)CO)C(=O)CCCn2nncc2CO[C@H]1CN(C)Cc1ccc2c(c1)OCCO2
38	O=C(CN1CCN(CC(=O)c2ccc(Cl)cc2)CC1)c1ccc(Cl)cc1
39	Cc1cc(NC(=O)COc2ccc(N(C)S(=O)(=O)c3ccccc3)cc2)no1
40	N#CCC(=O)Nc1ccc(C(=O)Nc2cccc(S(N)(=O)=O)c2)cc1

entry no.	37	38	39	40
ATXN2 expr inh	12%	1%	-9%	19%
IL1B secr inh	7	1	11	22
HT1080 IDH1KD tx	2%	-1%	-4%	0%
MCF10A rereplic	.	3%	-1%	0%
HepG2 tox	4%	2%	-11%	-6%
ATXN viability	i	i	i	i
SW480 rereplic	.	1%	1%	-14%
HT1080NT lethal	8%	-1%	-1%	-3%
KB-3-1 cytotox	0%	-5%	-6%	2%

Assay outcomes (PubChem BioAssay)

The order is random. Share with any hit: about 8.9%.
